KDM5B inhibitor – KDM5B demethylase inhibition; AID 1347165; 2.6% of 220,000 active; KDM5B demethylase, FDH-coupled NADH fluorescence (FDH is formaldehyde dehydrogenase); Potency, µM (titrated, usually from 57.7 µM), for inactives: top-dose activity change, negative = inhibition, most hits filed as inhibitors; active = well fitted inhibition curve with a large enough effect; inconclusive = small, poorly fitted or top-dose-only effect; inactive = no such curve, though single readings can be large or run the other way; note: 0% is about no effect; nearly all actives have a fitted effect of over 70% in size
Target sequence (Q9UGL1 whole entry, looked up): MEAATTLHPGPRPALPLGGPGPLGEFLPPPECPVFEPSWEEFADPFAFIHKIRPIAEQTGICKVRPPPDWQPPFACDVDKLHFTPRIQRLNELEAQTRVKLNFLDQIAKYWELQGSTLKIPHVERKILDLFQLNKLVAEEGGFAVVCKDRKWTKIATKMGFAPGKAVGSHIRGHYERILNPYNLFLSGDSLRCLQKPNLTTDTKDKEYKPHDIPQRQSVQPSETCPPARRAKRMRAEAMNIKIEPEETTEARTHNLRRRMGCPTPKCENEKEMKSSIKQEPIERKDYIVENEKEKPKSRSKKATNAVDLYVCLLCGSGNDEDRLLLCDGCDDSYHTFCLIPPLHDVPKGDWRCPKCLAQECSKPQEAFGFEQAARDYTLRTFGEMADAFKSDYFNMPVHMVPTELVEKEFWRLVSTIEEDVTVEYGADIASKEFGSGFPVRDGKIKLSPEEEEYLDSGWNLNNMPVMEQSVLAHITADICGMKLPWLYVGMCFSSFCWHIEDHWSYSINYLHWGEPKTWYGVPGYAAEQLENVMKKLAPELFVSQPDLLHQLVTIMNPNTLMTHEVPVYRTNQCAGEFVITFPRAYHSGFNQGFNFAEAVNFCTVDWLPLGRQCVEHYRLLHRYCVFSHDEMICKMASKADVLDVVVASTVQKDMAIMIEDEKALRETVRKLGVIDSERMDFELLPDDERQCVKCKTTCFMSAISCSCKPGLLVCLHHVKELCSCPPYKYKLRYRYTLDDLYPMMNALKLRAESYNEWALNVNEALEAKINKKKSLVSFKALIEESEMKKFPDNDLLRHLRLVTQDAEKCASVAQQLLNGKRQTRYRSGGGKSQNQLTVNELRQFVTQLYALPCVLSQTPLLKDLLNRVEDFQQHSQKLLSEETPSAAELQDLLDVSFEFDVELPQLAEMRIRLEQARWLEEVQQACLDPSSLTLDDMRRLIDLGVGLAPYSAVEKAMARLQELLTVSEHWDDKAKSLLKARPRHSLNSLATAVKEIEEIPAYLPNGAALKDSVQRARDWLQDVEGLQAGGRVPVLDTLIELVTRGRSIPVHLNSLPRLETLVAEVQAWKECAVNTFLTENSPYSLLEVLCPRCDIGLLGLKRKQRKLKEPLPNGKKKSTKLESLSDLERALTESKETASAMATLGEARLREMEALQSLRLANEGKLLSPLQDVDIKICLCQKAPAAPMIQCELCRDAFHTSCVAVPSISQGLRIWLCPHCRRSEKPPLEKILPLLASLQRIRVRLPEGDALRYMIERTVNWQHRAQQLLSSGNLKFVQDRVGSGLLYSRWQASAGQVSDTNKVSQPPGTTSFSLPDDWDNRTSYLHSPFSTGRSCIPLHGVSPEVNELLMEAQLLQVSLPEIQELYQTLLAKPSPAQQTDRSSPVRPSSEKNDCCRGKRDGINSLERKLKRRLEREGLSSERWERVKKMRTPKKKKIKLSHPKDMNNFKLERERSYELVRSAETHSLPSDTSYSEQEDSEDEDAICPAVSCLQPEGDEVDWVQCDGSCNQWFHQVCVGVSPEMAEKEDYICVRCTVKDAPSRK
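qHTS format, multiple compound concentrations. Buffer 50 mM HEPES pH 7.5/0.01% Tween-20; 200 nM KDM5BΔAP final; 10 min compound preincubation; substrate-mix levels 12.5 µM peptide, 25 µM α-KG, 0.25 mM NAD⁺; 30 min RT; ΔRFU.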
Starred values were filed as active, the others as inactive; u = inconclusive; & = joins results of further samples; [ ] = another dose, or the depositor's remark. Potency is the fitted concentration of half-maximal effect. Some of the compounds tested (hit frequency here may not be typical).

SMILES	KDM5B inhibitor
CCCCN(C(=O)CC1CCCCC1)c1c(N)n(CC(C)C)c(=O)[nH]c1=O	-4.5%
O=C(CSc1nc2nc[nH]c2c(=O)[nH]1)NCc1ccccc1Cl	8.2%
O=C(NCc1ccc2c(c1)CCN2C(=O)c1ccccc1)c1ccccc1	-4.2%
CCCn1c(N2CCOCC2)nc2c1c(=O)n(C)c(=O)n2C	-1.2%
COC(=O)CC1CCN(C(=O)C2CC(=O)N(c3n[nH]c4cccc(F)c34)C2)CC1 (stereo not given)	-6.8%
CCc1cccc2c(C(=O)O)cc(-c3cccnc3)nc12	6.2%
CC(=O)c1ccc(NC(=O)COc2ccccc2C(=O)Nc2ccccc2)cc1	u
COc1ccccc1CCN1CCC(CN(C)Cc2n[nH]c(C)n2)CC1	-28.4%
CCC(CO)Nc1nc2c(c(=O)n(Cc3ccc(Cl)cc3Cl)c(=O)n2C)n1C (stereo not given)	9.2%
CNC(=O)C(CCSC)NC(=O)c1ccc2ccccc2n1 (stereo not given)	-12.3%
COc1ccc(CN2CC(c3nc(Cc4cccnc4)no3)C2)c(OC)c1	1.1%
O=C(NCCCn1ccnc1)C(=O)NCC(c1ccco1)N1CCN(c2ccc(F)cc2)CC1 (stereo not given)	21.6%
CCOc1ccc(S(=O)(=O)N2CCC(C(=O)N3CCc4ccccc4C3)CC2)cc1	1.8%
O=C1C2CN(Cc3cc(F)ccc3F)CCC2OCCN1CCc1ccccc1 (stereo not given)	u
COc1ccc(N2CCN(C(=O)Cn3nc(C)c4sc(C(C)C)nc4c3=O)CC2)cc1	-13.9%
CC(C)Oc1ccc2c(NC(=O)CCn3cncn3)nn(Cc3ccccc3)c2c1	10.1%
O=C(c1ccc2c(c1)[nH]c(=O)n2C1CCC(O)CC1)N1CC[C@H]2CNC[C@H]21 (stereo not given in full)	3.0%
Cc1c(O)ccc2c(CN3CCN(CCO)CC3)cc(=O)oc12	u
Cc1ccccc1-c1cnc2[nH]cc(CC(=O)Nc3cccnc3)c2c1	u
O=C(CCc1c[nH]c2ccccc12)N1CCC2(CC1)CC(CO)N(C(=O)c1ccccc1)C2 (stereo not given)	-17.6%
CC(C)(C)OC(=O)Nc1ccc(C(=O)NCC(c2ccco2)N2CCCC2)cc1 (stereo not given)	-10.0%
Cn1ccnc1CNCC1(CO)C[C@@H](O)[C@@H](O)C1 (stereo not given in full)	36.6%[activator][86.2 µM]
CNC(=O)Cn1c(C)cc(=O)c2cccc(C)c21	-15.4%
COc1ccc(/C=C/C(=O)Nc2nc(-c3cccs3)ns2)cc1OC	u
CCCS(=O)(=O)c1ncc(Cl)c(C(=O)N2CCN(c3ccc(OC)cc3)CC2)n1	1.8%
CCOc1ccc(Nc2nc3c(S(=O)(=O)c4ccc(C(C)C)cc4)nnn3c3ccsc23)cc1	-13.4%
COC(=O)Cc1c(C)c2ccc(OC(C)C)cc2oc1=O	u
Cc1ccc(NC(=O)CCCn2cnc3c2c(=O)n(C)c(=O)n3C)cc1	8.8%
Cc1cc(C(=O)NC2CCCc3ccccc32)cs1 (stereo not given)	18.6%
CCCCCCCCSCCCCCCCO	-1.4%
O=C(c1cn[nH]c1)N1CC2(CN(Cc3cccc(Cl)c3)CC2COc2ccccc2)C1 (stereo not given)	-21.9%[86.2 µM]
Cc1cc(Br)ccc1NC(=O)CN(C)Cc1ncc(-c2ccc(F)cc2)o1	-15.3%
O=C(Nc1nn(CC(F)(F)F)c2cccc(Oc3cccnc3)c12)c1cocn1	-14.1%
COc1ccccc1NC(=O)CC1SCCNC1=O (stereo not given)	4.0%
COc1ccc(-c2ccc3nnc(CNC(=O)c4sccc4C)n3n2)cc1	31.6µM*
O=C(c1ccc(Cl)nc1)N1CCC(N2CCCNC2=O)CC1	-7.5%&21.0%[86.2 µM]
CN(CCCC(=O)N1CCc2ccccc2C1)S(=O)(=O)c1ccc(F)cc1	6.0%
CN(Cc1ccccc1CN1CCCC1)c1nccc(-c2ccccn2)n1	u
COC(=O)Cc1c(C)nc2nc(-c3ccc(C)cc3)[nH]n2c1=O	u
O=C(Cc1cc(Cl)c2c(c1)OCCO2)NC1CCN(CC2CCCCC2)CC1	3.4%
O=C1NCCCC[C@@H]1Nc1ccc(-c2nc(COc3ccccc3)no2)cn1	28.2µM*
COc1cccc(CN(C)CC(=O)NC(=O)NC2CC2)c1OC	10.9%
CN(CC(=O)Nc1ccccc1Cl)C(=O)COc1ccc2oc3c(c2c1)CCCC3	-8.3%
Fc1ccc2nc(CO[C@H]3CN(Cc4cccnc4)C[C@H]3F)[nH]c2c1	-15.9%[86.2 µM]
COCc1cc(=O)n(CC(=O)Nc2ccc(C)cc2C)c(N2CCOCC2)n1	-21.7%
O=C(Nc1c(-c2ccccc2)nc2sccn12)c1ccc(S(=O)(=O)N2CCOCC2)cc1	10.4%
CCC1CCC/C1=N\NC(=O)c1ccccc1C (stereo not given)	25.5%
N#C/C(=C/c1cc(Cl)ccc1OCc1cccnc1)c1ccc(C(F)(F)F)cn1	-5.3%
Cc1cc2nc3n(c(=O)c2n1CC(=O)Nc1cccc(C(F)(F)F)c1)CCCC3	-4.6%
COc1cccc(NC(=O)N2CC(C(=O)N(C)C)C3(CCOCC3)C2)c1 (stereo not given)	-0.3%
(more compounds)
SMILES	KDM5B inhibitor
COCCC(=O)N1C[C@@H](COc2cccnc2)[C@H](c2ccncc2)C1	24.7%
c1ccc(CC2=NOC3(CCN(CC4CC4)CC3)C2)cc1	5.5%[149 µM]
O=C(N[C@H]1CO[C@H]2[C@@H]1OC[C@@H]2Nc1nccc(-c2ccc(-c3ccccc3)cc2)n1)c1ccc2c(c1)OCO2	3.5%
Cc1cc(C)c2[nH]c(C(=O)O)cc2c1	63.0%[activator]
Cc1c(C)[n+](=O)c(-c2ccc(F)cc2)c(C)n1[O-]	15.1%
CCOC(=O)N1CCN(C(=O)c2cnn(-c3cccc(F)c3)c2-n2cccc2)CC1	12.4%
CCC1(C(=O)NCc2ccc(OC(C)C)cc2)CCCCC(=O)N1 (stereo not given)	u
COc1ccc(-c2noc([C@@H](C)NC(=O)C3CCOCC3)c2C(=O)O)cc1	-20.1%[86.2 µM]
CN(Cc1ccccc1)Cc1cc(C[C@@H]2C[C@H](NC(=O)C3CCC3)C2(C)C)no1	-5.7%[86.2 µM]
O=C1Nc2cc(C(=O)N3CCN(c4ccccc4)CC3)ccc2N2CCCCC12 (stereo not given)	-13.5%
CC(C)(CO)NC(=O)c1ccc(Cl)cc1Cl	18.4%
Cc1ccc(NC(=O)Cn2c(C)cc3nc4n(c(=O)c32)CCCCC4)cc1Cl	16.1%
Cc1ccc(C(C(=O)N2CCC(Cc3noc(C)n3)CC2)N(C)C)cc1 (stereo not given)	-28.2%
CC(C)C(NC(=O)c1c(F)cccc1F)C(=O)N1CCN(c2ncccn2)CC1 (stereo not given)	0.6%
O=C(NNc1c(Cl)cncc1Cl)c1cccs1	-2.7%
Cc1[nH]c2ccc(F)cc2c1CC(=O)NCC(F)(F)F	-6.3%
O=c1n(-c2ccc(Cl)cc2)nc2n1CCN(Cc1ccsc1)C2	-7.1%[149 µM]
CSc1ccc(/C=C/C(=O)Nc2ccccc2-c2cccs2)cc1	3.5%
COc1ccc(NC(=O)c2cc(-c3ccccc3O)n[nH]2)cc1Cl	18.3%
COc1ccc(NC(=O)Cn2c(=O)n(-c3ccc(F)cc3)c(=O)c3c2cc(C)n3C)c(OC)c1	15.6%

Entries from the list above containing an NH in an aromatic ring:
SMILES	KDM5B inhibitor
CCCCN(C(=O)CC1CCCCC1)c1c(N)n(CC(C)C)c(=O)[nH]c1=O	-4.5%
O=C(CSc1nc2nc[nH]c2c(=O)[nH]1)NCc1ccccc1Cl	8.2%
COC(=O)CC1CCN(C(=O)C2CC(=O)N(c3n[nH]c4cccc(F)c34)C2)CC1 (stereo not given)	-6.8%
COc1ccccc1CCN1CCC(CN(C)Cc2n[nH]c(C)n2)CC1	-28.4%
O=C(c1ccc2c(c1)[nH]c(=O)n2C1CCC(O)CC1)N1CC[C@H]2CNC[C@H]21 (stereo not given in full)	3.0%
Cc1ccccc1-c1cnc2[nH]cc(CC(=O)Nc3cccnc3)c2c1	u
O=C(CCc1c[nH]c2ccccc12)N1CCC2(CC1)CC(CO)N(C(=O)c1ccccc1)C2 (stereo not given)	-17.6%
O=C(c1cn[nH]c1)N1CC2(CN(Cc3cccc(Cl)c3)CC2COc2ccccc2)C1 (stereo not given)	-21.9%[86.2 µM]
COC(=O)Cc1c(C)nc2nc(-c3ccc(C)cc3)[nH]n2c1=O	u
Fc1ccc2nc(CO[C@H]3CN(Cc4cccnc4)C[C@H]3F)[nH]c2c1	-15.9%[86.2 µM]
Cc1cc(C)c2[nH]c(C(=O)O)cc2c1	63.0%[activator]
Cc1[nH]c2ccc(F)cc2c1CC(=O)NCC(F)(F)F	-6.3%
COc1ccc(NC(=O)c2cc(-c3ccccc3O)n[nH]2)cc1Cl	18.3%

(cont.)
SMILES	KDM5B inhibitor
Cn1nc(C2CCN(C(=O)CCC3CCCC3)CC2)c2c1CCOC2	28.8%
CCNC(=O)N(C1CC1)C1CCOC2(CCN(C(=O)c3cnc(C)cn3)CC2)C1 (stereo not given)	6.6%
O=C(/C=C/c1ccccc1O)c1ccc2ccccc2c1	u
CC(=O)Nc1cccc2nc(CN3CCN(C(C)C)C(CCO)C3)ccc12 (stereo not given)	u
CCN(C(=O)c1cn(C)c(=O)c2cc(OC)c(OC)cc12)c1cc(C)ccc1C	10.9%
O=C(Cn1c(-c2cccs2)cc2ccccc21)N1CCN(c2ccc(Cl)cc2)CC1	-26.7%
Cc1oc2c(c1C(=O)N1CCCC1)CN(Cc1cccc(F)c1)CC2	u
COc1cc(NC(=O)COCc2cc(-c3ccc4c(c3)OCO4)on2)cc(OC)c1	u
CC1CCN(c2c(S(=O)(=O)c3ccccc3)cnc3cc4c(cc23)OCCO4)CC1	-7.4%
CCOC(=O)c1ccccc1NC(=O)Cn1c2ncccc2c(=O)n1-c1ccccc1	-3.2%
COc1cc(C(=O)NC2CCCN(c3ncccn3)C2)cc(OC)c1OC (stereo not given)	u
CCOC(=O)c1ccc(NC(=O)N2Cc3[nH]cnc3C[C@H]2c2nc(C(C)C)no2)cc1	u
COc1ccc(CNc2ncnc3c2CN(C2CCCNCC2)C(=O)CN3C)cc1 (stereo not given)	u
CCC(C(=O)Nc1ccc(F)c(Cl)c1)n1nc(-c2ccccc2)ccc1=O (stereo not given)	-8.4%
CN(C)CCCNC(=O)C1(O)c2cc(Br)ccc2NC(=O)N1c1c(F)cccc1F (stereo not given)	33.4%
CCNC(=O)N1CCCC1c1noc(CCC(=O)NC(CC)CC)n1 (stereo not given)	5.2%
Cc1ccc(CN(C(=O)c2cc3ccccc3[nH]2)C(C)C)o1	5.8%
CCc1ccccc1Nc1nn2c(=O)c3ccc(C(=O)NCc4ccccc4OC)cc3nc2s1	-30.6%
COc1ccc(Br)cc1S(=O)(=O)NCCN1CCCCCC1	5.6%
O=C(COc1ccc(-c2nnc3n2CCCC3)cc1)N1CCN(c2ccc(F)cc2)CC1	19.5%
Cc1noc2c(NCCN3CCOCC3)cc(-c3cccc(C(F)(F)F)c3)nc12	-9.8%[86.2 µM]
CC1=CCN(C(=O)C2C3C(=O)N(Cc4cccnc4)C[C@@]34C=C[C@@H]2O4)CC1 (stereo not given in full)	-27.3%
Cc1ccc(CNC(=O)CN(C)C(=O)c2ccc3c(c2)nnn3C)cc1	-9.1%
COc1ccc(OCC2(C)COc3ccc(C(=O)NC4CCC(O)CC4)cc3N2)cc1 (stereo not given)	31.6µM*
COc1ccccc1N1CCN(C(=O)Cn2c(=O)n3nc(-c4ccc(C)cc4)nc3c3ccccc32)CC1	5.7%
COc1cccc(N2CC(NC(=O)C3CCCCC3)CC2=O)c1 (stereo not given)	7.5%
CN(Cc1cccnc1)C(=O)[C@H]1C[C@@H](C(=O)O)N(C)[C@H]1c1cccc(F)c1F	-4.2%
Cc1ccc(-c2ccc3nnc(CNC(=O)c4ccco4)n3n2)cc1C	22.4µM*
O=C1CCCC(=O)C1CC1C(=O)CCCC1=O	42.6%[activator]
O=C(Nc1cccc(-c2nc3ccccc3o2)c1)c1cc([N+](=O)[O-])ccc1Cl	18.9%
CCN(Cc1ccncc1)C(=O)c1cc(COc2ccc(C)c(C)c2)on1	5.3%
COCCNc1nc2c(c(=O)n(Cc3ccccc3F)c(=O)n2C)n1C	17.8%
C=CCOc1nc2c(c(=O)n(C)c(=O)n2C)n1Cc1ccc(Cl)cc1	-5.2%
Cc1oc(-c2ccc(C(=O)NCc3cccnc3)cc2)nc1CSc1ccccc1	145.9%[activator]
CSc1cccc(NC(=O)N[C@H]2CCN(C(=O)c3cnccn3)[C@@H]2C(=O)N[C@@H](Cc2cccs2)C(N)=O)c1	-21.9%
CNc1c(NS(=O)(=O)c2ccc(N3CCCC3=O)cc2)c(=O)oc2ccccc12	10.5%
CCC(CC)N(CC)C(=O)CC1C(=O)NCCN1Cc1ccc(C)o1 (stereo not given)	-2.0%
O=c1c2ccc(Cl)cc2ncn1Cc1coc(-c2cccs2)n1	8.6%
O=C(Nc1ccccc1)Nn1cnnc1	38.1%
COc1ccc(/C=N/NC(=S)Nc2ccccc2)cc1COc1cccc(C)c1C	-2.2%
COc1ccccc1C(=O)N1CCC2(CC1)CC(N(C1CC1)S(C)(=O)=O)CCO2 (stereo not given)	-22.4%
COc1ccc(-c2noc(-c3cccn3CC(=O)Nc3ccccc3)n2)cc1F	6.7%
Cc1ccc(CNC(=O)/C=C/c2ccccc2)o1	-10.4%
CCN1C(=O)C2(CCN(C(=O)NCCC(C)C)CC2)c2ccccc21	-1.9%
CN1CCOC(CNC(=O)Cc2ccc(F)c(Br)c2)C1 (stereo not given)	8.9%

Screens as filed in PubChem.
